Eya2 inh: qHTS Assay for Inhibitors of the Phosphatase Activity of Eya2 | recombinant Eya2, OMFP fluorescence dephosphorylation (OMFP is methylfluorescein phosphate) | Potency, µM (titrated, usually from 76.9 µM), without a hit: at the highest dose activity, negative = inhibition, actives largely listed as inhibitors | hit rate 0.006% among 330,000; also: potency is read from the fitted curve at half-maximal effect; % is scaled to controls: 0 for no effect and ±100 for the full control effect
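Eya2 protein (added as 0.2 uM solution) was preincubated with compound for 10 min at ambient temperature in 50 mM HEPES pH 7.5, 50 mM NaCl, 5 uM MgCl2, 0.05% BSA, 1 mM DTT. OMFP (added at 50 uM) then reacted 10 min; fluorescence read at 485/525 nm.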
Mito fusion yeast: qHTS Assay for Small Molecule Inhibitors of Mitochondrial Division or Activators of Mitochondrial Fusion. S. cerevisiae fusion-defective mutant growth rescue, CellTiterGlo 48 h. AID 485298, 2010. Potency, µM (series often up to 46.1 µM), inactives show top-dose growth rescue (activation), actives largely listed as activators. hit rate 0.23% among 320,000;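 also: potency is read from the fitted curve at half-maximal effect; % of control where 0% means no effect; nearly all actives have a fitted effect of over 45% in size; temperature-sensitive fusion mutants such as fzo1-1 at 37 °C on non-fermentable ethanol glycerol medium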
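Luminescent cell viability in 1536-well qHTS format served as the measure of rescued growth in ts fusion-mutant S. cerevisiae cultured on non-fermentable YPEG for 48 hours at 37C.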
a7 integrin act: qHTS for Activators of Integrin-Mediated Alleviation for Muscular Dystrophy | hit rate 0.064% among 350,000 | Potency, µM (top dose mostly 38.3 µM), without a hit: top-dose activation, actives largely listed as activators | alpha7betagal myoblasts, beta-gal FDG fluorescence, 48 h;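 also: potency is read from the fitted curve at half-maximal effect; 100% = response of the positive control SU9516; nearly all actives have a fitted effect of over 60% in size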
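alpha7betagal+/- myoblasts (passage 13, 250/well) treated 48 h at 37C with compounds at 1:260 dilution of DMSO stock. Lysed, then beta-galactosidase activity read as FDG fluorescence (ex 480/em 540) after 30 min, with pre-read for autofluorescence.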
Tb PFK inh: qHTS Assay to Find Inhibitors of T. brucei phosphofructokinase. hit rate 0.17% among 330,000. AID 485367, 2010. T. brucei PFK, ADP-Glo luminescence. ATP-dependent 6-phosphofructokinase (Trypanosoma brucei brucei), O15648. Potency, µM (top dose mostly 57.5 µM), without a hit: top-dose activity, negative = inhibition, most hits filed as inhibitors;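 also: potency is read from the fitted curve at half-maximal effect; 0% = uninhibited 1x PFK enzyme wells and -100% = no-enzyme wells; nearly all actives have a fitted effect of over 60% in size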
Target sequence (O15648 whole entry, looked up): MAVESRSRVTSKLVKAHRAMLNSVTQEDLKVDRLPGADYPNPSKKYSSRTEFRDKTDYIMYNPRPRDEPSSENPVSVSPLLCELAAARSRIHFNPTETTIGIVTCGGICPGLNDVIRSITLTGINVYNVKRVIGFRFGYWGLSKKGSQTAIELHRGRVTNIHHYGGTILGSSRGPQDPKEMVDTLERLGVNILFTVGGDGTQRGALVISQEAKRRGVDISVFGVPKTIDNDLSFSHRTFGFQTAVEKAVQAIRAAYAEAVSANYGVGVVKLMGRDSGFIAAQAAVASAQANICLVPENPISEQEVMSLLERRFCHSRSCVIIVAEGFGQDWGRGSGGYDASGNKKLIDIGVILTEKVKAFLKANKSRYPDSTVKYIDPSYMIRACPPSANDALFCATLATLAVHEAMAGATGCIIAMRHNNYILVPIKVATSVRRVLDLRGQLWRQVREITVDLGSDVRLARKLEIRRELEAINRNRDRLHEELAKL
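Luminescent ADP detection (ADP-Glo, two-step: ATP depletion then ADP-to-ATP conversion for luciferase) reported PFK activity after 45 min room-temperature reaction of 1.25 nM enzyme with 0.5 mM F6P and 0.1 mM ATP at pH 8.0.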
TSHR antag: Antagonists of the Thyroid Stimulating Hormone Receptor: HTS campaign. TSHR-expressing cells, TSH-stimulated cAMP HTRF, 2 h; active compounds read low. hit rate 0.2% among 330,000. activity change, negative = inhibition, % at 11.5 µM;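 active = activity change below a set negative limit, meaning inhibition stronger than a set level, cut at about -70% in these data; inconclusive = activity change between two set negative limits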; also: % is scaled to controls: 0 for no effect and ±100 for the full control effect
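Freshly harvested TSHR cells receive pin-tooled compound, then EC80 TSH at 4nM final. After 2 hours at 37 deg C, antibody in lysis buffer and cAMP-d2 are added; 30 minutes at ambient temperature precede the HTRF read.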
ELG1 DNA repair: qHTS screen for small molecules that inhibit ELG1-dependent DNA repair in human embryonic kidney (HEK293T) cells expressing luciferase-tagged ELG1; Potency, µM (series often up to 46.1 µM), for inactives: top-dose activity change, negative = inhibition, hits mostly inhibitors; hit rate 2.3% among 330,000; HEK293T ELG1-luciferase reporter, luminescence, 16 h; DNA damage induced by 5-fluorouridine; also: potency is read from the fitted curve at half-maximal effect; % is scaled to controls: 0 for no effect and ±100 for the full control effect; nearly all actives have a fitted effect of over 55% in size
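Step one: seed 2,000 cells per well. Step two: pin-transfer compound or DMSO alongside 5-fluorouridine. Step three: incubate 16 hr, 37 °C, 5% CO2. Step four: add ONE-Glo, wait 30 min, read luminescence.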
S-ASM inh: Inhibitors of Secretory Acid Sphingomyelinase (S-ASM): qHTS | Sphingomyelin phosphodiesterase (Homo sapiens), P17405 | placental ASM, HMU-PC fluorogenic substrate, 60 min | Potency, µM (highest dose often 57.5 µM), for the others: at the highest dose activity change, negative = inhibition, most hits filed as inhibitors | hit rate 0.006% among 340,000; also: potency is read from the fitted curve at half-maximal effect
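Human placenta-derived ASM preincubated with compound 10 min at room temperature, then reacted with 9 uM (final) fluorogenic HMU-PC substrate for 60 min at 37 C. Stop solution raises pH to 10; fluorescence read at Ex 386/Em 447 nm.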
TSG101-PTAP inh: qHTS Assay for Iinhibitors of HIV-1 Budding by Blocking the Interaction of PTAP/TSG101 | Tumor susceptibility gene 101 protein (Homo sapiens), Q99816 | Fluorescence polarization, FITC-PTAP peptide / Tsg101 binding | Potency, µM (series often up to 115 µM), inactives show top-dose activity change, negative = inhibition, usual class: inhibitors | 340,000 tested, under 10 active | AID 493005, 2010; active = well fitted inhibition curve with a large enough effect in the main read-out, with a control signal flat, not every such curve was filed as active; inconclusive = small, poorly fitted or top-dose-only effect, or effect the other way, or a change in a side signal; inactive = no such curve, though single readings can be large or run the other way; also: potency is read from the fitted curve at half-maximal effect; % of control where 0% means no effect
Target sequence (Q99816 whole entry, looked up): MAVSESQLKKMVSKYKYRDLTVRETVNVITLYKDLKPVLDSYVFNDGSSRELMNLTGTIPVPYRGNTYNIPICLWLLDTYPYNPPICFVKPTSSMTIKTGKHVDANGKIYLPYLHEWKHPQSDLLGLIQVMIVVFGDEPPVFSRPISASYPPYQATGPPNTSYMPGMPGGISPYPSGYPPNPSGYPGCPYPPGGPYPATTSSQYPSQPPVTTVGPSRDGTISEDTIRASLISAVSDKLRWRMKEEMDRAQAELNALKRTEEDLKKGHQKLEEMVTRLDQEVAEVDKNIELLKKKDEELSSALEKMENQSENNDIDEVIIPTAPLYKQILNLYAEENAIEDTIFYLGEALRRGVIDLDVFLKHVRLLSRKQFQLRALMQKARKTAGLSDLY
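Fluorescence anisotropy tracks displacement of a FITC-tagged PTAP peptide (50 nM) from the Tsg101 binding domain (10 uM), following a 20 min room-temperature incubation at pH 7.5.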
TCR act: Activators of T cell receptors: qHTS campaign. primary human leukocytes, anti-CD3, IL-2 HTRF, 48 h. Potency, µM (doses to about 9.22 µM), for inactives: at the top dose activation of IL-2 secretion, usual class: activators. 330,000 tested, under 10 active. AID 504894, 2011; also: % of control where 0% means no effect
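Using a-CD3 beads without co-stimulation, primary human leukocytes were exposed to compounds for 48 hr. An HTRF IL-2 kit measured the cytokine, with europium-to-d2 energy transfer producing emission at 665nm upon 320nm excitation.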
BCR signal inh: qHTS Assay to Find Inhibitors of Chronic Active B-Cell Receptor Signaling; ABC-DLBCL IkBa-CBG/CBR reporter, luminescence ratio, 4 h; Potency, µM (top dose mostly 46.1 µM), inactives show at the top dose ratio change, negative = lower green/red ratio, most hits filed as inhibitors; hit rate 0.05% among 340,000; AID 493014, 2011; active = well fitted inhibition curve with a large enough effect in the signal ratio, with a control signal flat, not every such curve was filed as active; inconclusive = small, poorly fitted or top-dose-only effect, or effect the other way, or a change in a side signal; the % refers to the signal ratio;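 also: potency is read from the fitted curve at half-maximal effect; plate controls were basal doxycycline-induced cells for no effect and cells given 10 µM MG132 for full effect; MG132 reads +100%, hits lower the ratio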
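Concentration-response series (up to 46 uM) were applied to TMD8 dual-reporter cells for 4 h at 37C with doxycycline. Green/red ratio, after filter-overlap correction, defined %Activity; red signal alone was normalised to basal cells and zero luminescence.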
A-T KAP1 phos: qHTS Assay for Identifying a Potential Treatment of Ataxia-Telangiectasia; […] A-T fibroblasts, KAP-1 phosphorylation AlphaLISA; neocarzinostatin DNA damage 30 min before lysis; Potency, µM (top dose mostly 57.5 µM), for inactives: at the top dose activation, usual class: activators; hit rate 0.19% among 320,000; AID 485349, 2010; also: potency is read from the fitted curve at half-maximal effect; % of control where 0% means no effect; nearly all actives have a fitted effect of over 45% in size
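hTERT-immortalized A-T patient fibroblasts ([…]), 500 cells/well in OPTI-MEM, 1% FBS, got compounds for 60 min, then NCS for 30 min at 37C. Lysates were then assayed for phospho-KAP-1 by AlphaLISA (anti-pKAP1 donor, anti-KAP1 acceptor beads), 6 hr at 25C.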
Starred values were filed as active, the others as inactive; ? = inconclusive; · = not tested or not shown; [ ] = dose if it differs, or a comment. Unless noted, calls follow the shape of the dose curve; as a rule, active = well fitted curve in the direction sought with a large enough effect; inconclusive = small, poorly fitted or top-dose-only effect, or another doubt; inactive = no such curve, though single readings can be large; an effect the other way counts as inactive or inconclusive.

smiles	Eya2 inh	Mito fusion yeast	a7 integrin act	Tb PFK inh	TSHR antag	ELG1 DNA repair	S-ASM inh	TSG101-PTAP inh	TCR act	BCR signal inh	A-T KAP1 phos
Cc1c(CCO)c(=O)n(-c2ccccc2)n1S(=O)(=O)c1ccc(F)cc1	18.0%	-1.4%	-18.3%	2.0%	-1.1	-0.7%	3.7%	-0.8%	3.6%	-3.9%	0.5%
O=C(NCc1ccccc1)NC1CC2CCC(C1)N2Cc1ccco1 (configuration not stated)	20.4%	3.2%	0.4%	4.2%	7.0	-2.1%	-1.3%	-2.3%	8.3%	1.7%	7.3%
Cn1c(Cn2c(=O)sc3ccccc32)nnc1SCc1ccccc1F	14.8%	-0.6%	6.2%	-3.5%	-3.6	-1.2%	0.0%	-3.6%	0.0%	?	0.3%
CC(C)(C)C(=O)NCCc1nc2ccccc2n1CC(=O)c1ccc(Cl)cc1	-1.7%	10.7%	-8.7%	4.6%	15.9	?	1.1%	-0.5%	-6.1%	-9.0%	-8.2%
CCc1ccc(NC(=O)C(C)OC(=O)Cc2cc(OC)c(OC)c(OC)c2)cc1 (configuration not stated)	2.1%	·	-3.4%	5.0%	-19.4	?	-0.3%	1.1%	2.8%	-13.3%	5.3%
C[C@H](NC(=O)c1ccccc1Cl)C(=O)OCC(=O)NNC(=O)c1cccs1	30.1%	-0.1%	26.4%	1.0%	3.4	17.4%	0.9%	-0.4%	7.1%	2.5%	-2.9%
CC(C)COC(=O)N1C[C@H](O)C[C@H]1C(=O)Nc1ccc(Cl)cc1	10.7%	-5.1%	6.6%	2.7%	-6.7	-3.0%	-0.7%	-2.3%	-1.9%	0.7%	5.7%
CCCN(CCC)C(=O)c1ccc2c(c1)S(=O)(=O)c1ccccc1C2=O	-1.6%	3.4%	5.9%	-2.7%	-5.0	5.5%	-0.6%	1.4%	-1.6%	3.4%	21.8%
CC(=O)Nc1cccc(C(=O)Nc2ccc(S(=O)(=O)NC3=NCCCCC3)cc2)c1	12.8%	-2.7%	-4.8%	-4.2%	-3.9	7.0%	-0.3%	-1.3%	-1.0%	-12.4%	2.0%
COc1ccc(OC)c(NC(=O)c2ccc3c(c2)C(=O)N(CC2CCCO2)C3=O)c1 (configuration not stated)	7.2%	0.7%	10.9%	0.9%	1.9	17.5%	5.7%	-6.6%	9.6%	-1.0%	14.1%
O=C(CNC(=O)[C@@H]1Cc2ccccc2CN1)NCc1ccco1	0.1%	0.1%	8.4%	-4.2%	2.8	?	-0.6%	1.8%	-5.7%	0.1%	-5.4%
O=C(O)c1cccc(S(=O)(=O)Nc2ccccc2N2CCOCC2)c1	-0.6%	1.5%	7.9%	-1.9%	0.5	7.7%	-0.3%	1.5%	-1.9%	-9.0%	19.2%
COC(=O)c1sccc1Oc1ccc(Cl)cc1N1C(=O)CCC1=O	-13.4%	-11.4%	11.8%	-14.0%	5.3	-1.2%	-0.6%	-0.3%	-2.5%	9.0%	1.5%
Cc1ccc(NC(=O)Cn2nc(C)c([N+](=O)[O-])c2C)cc1C	-1.3%	-4.8%	-15.5%	0.0%	0.0	14.2%	-1.9%	-4.9%	-5.7%	2.6%	-6.4%
COc1ccc(NC(=O)CN(C)C(=O)c2cnc(Cl)c(Cl)c2)cc1	7.4%	-9.5%	35.5%	0.2%	11.1	4.8%	1.7%	-2.2%	-5.5%	6.7%	-2.5%
O=C(Cc1cccs1)NCc1cc(Cl)cc(Cl)c1	-10.8%	7.7%	17.3%	2.9%	-1.9	?	-1.6%	-1.6%	1.4%	?	0.0%
COc1ccccc1CNC(=O)CN(C)S(=O)(=O)c1ccc(F)cc1	-0.3%	6.7%	-16.3%	1.1%	-2.7	0.1%	6.9%	-2.5%	4.7%	0.2%	-6.3%
CCOC(=O)C(=O)Nc1nnc(Cc2ccc(OC)c(OC)c2)s1	-15.6%	-2.1%	3.1%	0.6%	-1.6	11.0%	-2.8%	-6.6%	2.9%[46.1 µM]	-8.9%	28.2µM*
CCOC(=O)Cn1c(=O)oc2cc(S(=O)(=O)N(C)Cc3ccco3)ccc21	4.3%	1.6%	-8.9%	3.9%	10.2	3.2%	-0.3%	-0.5%	-6.4%	?	-1.7%
CC1=NN(C(=O)COc2cc(C)ccc2C(C)C)C(O)(c2ccccc2)C1 (configuration not stated)	-9.6%	9.0%	-12.2%	0.5%	-16.2	20.6µM*	-0.7%	-1.4%	3.7%	-15.0%	7.7%
CN(C)S(=O)(=O)c1ccc(S(=O)(=O)N(CC(=O)Nc2ccccc2)CC2CCCO2)cc1 (configuration not stated)	-14.0%	-2.5%	-2.3%	0.4%	-3.1	-16.9%	-2.5%	-2.2%	-6.2%	-1.0%	10.0%
CNS(=O)(=O)c1cccc(C(=O)OCC(=O)C23CC4CC(CC(C4)C2)C3)c1	-0.1%	10.3%	14.8%	-4.1%	1.0	-0.6%	-2.5%	-5.0%	-1.6%	-20.5%	-2.9%
COc1ccc(OC)c(S(=O)(=O)N2CCN(CC(O)COc3ccc(C#N)cc3)CC2)c1 (configuration not stated)	-1.9%	-3.4%	12.6%	-1.0%	11.3	?	-1.6%	2.0%	2.7%	6.2%	2.8%
COCCNC(=O)/C(C#N)=C/c1cc(C)n(C2CCCCC2)c1C	-6.1%	2.9%	-22.7%	1.7%	-18.8	?	13.9%	-3.3%	1.1%	6.8%	-2.0%
CCN(CC)c1ccc(-n2c(C)cc(C=O)c2C)cc1	-8.4%	9.7%	-32.9%	-2.3%	-9.2	-21.6%	0.0%	1.4%	-4.4%	?	·
CCOc1ccc2oc(C(=O)NC(C)(C)CC)c(C)c2c1	3.0%	-4.2%	-12.8%	-0.4%	-10.2	?	-0.5%	0.4%	1.2%	?	6.7%
O=c1c2ccccc2nc(/C=C/c2ccc(Br)cc2)n1CCCO	-12.5%	?	0.0%	-7.0%	-8.3	-5.2%	-8.3%	-1.5%	-0.3%	?	-10.5%
COc1ccc(/C=N/NC(=O)c2cccc(Br)c2)cc1CSc1ccccn1	-13.3%	9.0%	-18.6%	0.8%	-9.3	-17.4%	-5.4%	-1.5%	6.1%[46.1 µM]	-1.0%	-3.6%
Cc1ccc(C)c(NC(=O)CSc2nnc(-c3n[nH]c4ccccc34)o2)c1	-1.6%	-3.1%	-15.1%	0.2%	-3.3	-14.1%	-3.7%	-0.2%	1.0%[46.1 µM]	1.1%	-1.5%
C=CCNc1nnc(SC2CC(=O)N(c3ccc(OC)cc3)C2=O)s1 (configuration not stated)	0.0%	-0.9%	-57.7%[inhibitor]	1.7%	-0.2	9.4%	3.4%	·	·	7.8%	·

Bioassay records deposited in PubChem by National Center for Advancing Translational Sciences (NCATS).
